Compound activity as filed in PubChem BioAssay.
SDO1 yeast rescue: restores growth of sdo1-depleted yeast; 140,000 compounds, 0.21% hits; S. cerevisiae sdo1-depleted JHY4D growth rescue, OD600 30 h; hits give high values; pdr5 snq2 efflux-pump mutant strain; z-score at 10 µM; AID 817;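 active = z-score above 3 at both the 24 hr and the 30 hr optical density reads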;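 also: z-score against mean and SD of all compound wells on the same plate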
INS promoter inh: TRM-6 insulin promoter activity inhibition. TRM-6 cells (human fetal islet line), insulin promoter-eGFP reporter, imaging; reporter expression induced with tamoxifen. inhibition, % at 2 µM. 130,000 compounds, 0.9% hits. AID 1273;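 active = inhibition above the mean plus 3 SD, with well images judged a real hit on visual review, cut at about 60% in these data, passing the limit was not always enough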
SDO1 yeast rescue Rescue 24 h: recorded beside SDO1 yeast rescue, whose call it bears; z-score; S. cerevisiae sdo1-depleted JHY4D growth rescue, OD600; measured here: growth rescue at 24 h;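 0 is the plate mean of compound wells and units are plate SD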
An asterisk follows results filed as active; / = no result given. A portion of the library; the hit share may differ from the screen's.

Results follow in this order: SDO1 yeast rescue, SDO1 yeast rescue Rescue 24 h, INS promoter inh
CCOc1ccc2nc(NC(=O)C3CCCN(S(=O)(=O)c4cccc5nonc45)C3)sc2c1 (stereo not given)
 : -0.98, 0.15, 4
CCOc1ccccc1NC(=O)N1CCCC1C(=O)Nc1nnc(CC)s1 (stereo not given)
 : 0.72, 0.54, 6
N#CCCN(C(=O)Nc1ccc(Cl)c(Cl)c1)c1ccccc1
 : -0.53, -0.04, 14
COCC(C)NC(=O)c1ccccc1OC(C)=O (stereo not given)
 : 1.4, 1.1, -500
CCn1c(SCc2cccc(C(=O)O)c2)nnc1-c1ccccc1
 : -0.09, -0.89, 12
N#CCCn1c2ccccc2c2nc3ccccc3nc21
 : -1.8, -1.1, /
N#Cc1c(SCC(=O)N2CCCCC2)nsc1SCC(=O)N1CCCCC1
 : -0.61, 0.75, -73
COc1cc(C)c(C(C)C)cc1S(=O)(=O)NCCCn1ccnc1
 : 0.53, 0.12, /
Cc1ccc(-c2nnc3ccc(SCC(=O)Nc4cc(C)on4)nn23)cc1
 : -0.3, -1.2, /
CC1(C)NC(=O)N(CC(O)Cn2c3ccccc3c3ccccc32)C1=O (stereo not given)
 : /, /, -142
Cn1c(SCC(=O)c2c(N)n(C)c(=O)n(C)c2=O)nnc1-c1ccccc1F
 : /, /, 40
COc1ccc(/C=N/NC(=O)c2[nH]c(C)c(C(=O)N/N=C/c3ccc(OC)cc3)c2C)cc1
 : 1.1, 1.4, 19
CCOc1ccc(CN2C(=O)c3ccccc3C2C(=O)NCC2CCCO2)cc1 (stereo not given)
 : /, /, -16
COc1ccccc1OCC(=O)Nc1ccc(S(=O)(=O)Nc2cc(C)nc(C)n2)cc1
 : 0.03, -0.52, /
CCCS(=O)(=O)c1c(S(=O)(=O)CCC)c2cc(-c3ccncc3)ccn2c1C(=O)OC
 : /, /, -379
CCSc1ccccc1C(=O)NCc1ccc(OC)cc1
 : -0.43, -1, /
O=c1[nH]ncc2c3ccccc3n(Cc3ccc(F)cc3)c12
 : -0.65, -0.32, 0
CCOc1ccc(-c2cn(S(=O)(=O)c3cccc4nsnc34)nc2N)cc1
 : -0.79, -0.28, -7
OCCNc1nc(N2CCCC2)nc(N2CCCC2)n1
 : -1.7, -1, 57
c1ccc(-n2ncc3c(N4CCN(c5ccccn5)CC4)nc(N4CCCCCC4)nc32)cc1
 : -0.35, 0.18, /

Given as comma-separated lines: 3 of the compounds above.
canonical_smiles,SDO1 yeast rescue,SDO1 yeast rescue Rescue 24 h,INS promoter inh
OCCNc1nc(N2CCCC2)nc(N2CCCC2)n1,-1.7,-1,57
COc1ccc(/C=N/NC(=O)c2[nH]c(C)c(C(=O)N/N=C/c3ccc(OC)cc3)c2C)cc1,1.1,1.4,19
N#CCCN(C(=O)Nc1ccc(Cl)c(Cl)c1)c1ccccc1,-0.53,-0.04,14

Later entries.
Results follow in this order: SDO1 yeast rescue, SDO1 yeast rescue Rescue 24 h, INS promoter inh
O=C(C1CCCO1)N1CCN(C(=S)Nc2ccccc2)CC1 (stereo not given)
 : 1.5, 0.78, 37
Cc1nc2ccc(NC(=O)c3cc(S(=O)(=O)N(C)c4ccccc4)ccc3Cl)cc2s1
 : -0.58, 0.92, 31
CC(C)C(=O)Nc1nnc(-c2ccccc2)o1
 : 0.1, -0.07, /
Cc1occc1-c1nnc(SCC(=O)NCc2cccs2)n1-c1ccc(F)cc1
 : -0.45, -0.34, /
CCCOC(=O)C1[C@H]2C(=O)N(CCCOC)C[C@]23C=C[C@H]1O3 (stereo not given in full)
 : 0.77, 2.3, -31
COc1ccc(CCN2CC(C#N)=C3c4cc(OC)c(OC)cc4CCN3C2)cc1OC
 : 0.06, 0.44, /
Cc1nc2ccccc2c(=O)n1/N=C/c1cn(-c2ccccc2)nc1-c1cccs1
 : -1.7, -1.8, 64
O=C(NCc1ccco1)C1CN(S(=O)(=O)c2ccccc2)CCN1S(=O)(=O)c1ccccc1 (stereo not given)
 : 0.04, -0.76, 0
Cc1nn(C)cc1C(C(=O)NC1CCCCC1)N(C(=O)Cn1nnc2ccccc21)c1ccc(F)cc1 (stereo not given)
 : -0.05, 1, /
C=C(C)CN(CC)c1nc(N)c2c(N)nc3c(c2c1C#N)CC(=O)N3C12CC3CC(CC(C3)C1)C2
 : -0.57, -0.69, -14
COc1cc(C(=O)Nc2ccc(Cl)c(C(F)(F)F)c2)cc(OC)c1OC
 : -1.1, -0.76, -11
CCOc1ccc(-c2nnc(-c3ccncc3)o2)cc1OCC
 : /, /, -25
CCC(=O)Nc1ccc2c(c1)ncn2-c1ccccc1
 : -0.03, -0.93, -20
CCCCCCNC(=O)c1c(O)c2cccc3c2n(c1=O)CCC3
 : -0.35, -0.19, /
O=C(NC(=S)Nc1cc(Cl)ccc1N1CCOCC1)c1ccc(-c2cccc(Cl)c2)o1
 : 0.09, 1.3, 33
Cc1cc(NC(=O)CSCc2nc(-c3cccc(F)c3)oc2C)no1
 : 0.93, 0.81, /
CCN(CC)C(=O)CCC(=O)Nc1ccc(C(=O)OC)cc1
 : -0.04, -0.35, -64
COc1cccc(C(=O)/C=C/Nc2ccc(S(=O)(=O)Nc3cccc(C(C)=O)c3)cc2)c1
 : -0.4, 0.12, 2
CCOC(=O)C1CCCN(Cc2nc(N)nc(Nc3ccc(Cl)cc3)n2)C1 (stereo not given)
 : 0.43, -0.1, 4
CSc1ccc(S(=O)(=O)NCc2ccc(C)cc2)cc1
 : -0.62, -0.05, -11

Results follow in this order: SDO1 yeast rescue, SDO1 yeast rescue Rescue 24 h, INS promoter inh
CN1CCN(c2cc(=O)n(C3CCCCC3)c(=O)[nH]2)CC1
 : 0.22, 1.3, /
CC(=O)c1cccc(NC(=O)Nc2ccc3c(c2)N(C)C(=O)CS3)c1
 : 0.65, 0.33, -33
Cc1ccc(SCc2cc(=O)n3[nH]cnc3n2)cc1
 : 0.68, 0.11, 36
Nc1c(-c2ccccc2)c(CSc2nc3ccccc3[nH]2)nn1-c1ccc(Cl)cc1
 : -0.53, -0.21, -41
CCN1C(=O)CC(C(=O)Nc2ccc(F)cc2)SC1=Nc1cccc(OC)c1 (stereo not given)
 : -0.64, -0.16, -71
COc1ccc(N2CCC(CNC(=O)Nc3ccccc3)C2)cc1 (stereo not given)
 : -0.56, -0.43, 9
COc1ccc(CCN2C(=O)C(Oc3ccccc3C)C2c2ccc3c(c2)OCO3)cc1OC (stereo not given)
 : -0.6, -0.37, -47
O=C(CNC(=O)c1ccco1)NCC(=O)OCc1ccccc1Br
 : 0.38, -0.21, -3
O=C(CCN1C(=O)C2C3C=CC(C3)C2C1=O)Nc1nccs1 (stereo not given)
 : 1.2, 0.58, -62
CCC(=O)N1CCN(c2ccc(NC(=O)c3cccs3)cc2)CC1
 : 0.06, -0.46, -72
COC(=O)/C=c1/s/c(=C(/C#N)C(=O)N2CCCCC2)n(-c2ccccc2)c1=O
 : 0.08, 0.46, /
CCC1Oc2ccc(C)cc2N(CC(=O)NCCN2CCCCCC2)C1=O (stereo not given)
 : 0.53, 1.8, /
Cc1cc(C)cc(OC(=O)N2CCOCC2)c1
 : 0.21, -0.89, 43
CCC(=O)c1ccccc1OCCSc1nc(C)cc(=O)[nH]1
 : -0.34, -0.8, -313
Cc1ccccc1-n1c(C)nnc1SCC(=O)N(C)C1CCS(=O)(=O)C1 (stereo not given)
 : /, /, -36
O=C(Nc1ccc(N2CCN(C(=O)c3ccc(Cl)cc3)CC2)cc1)c1ccc2c(c1)OCCO2
 : -0.3, -0.14, 43
CN(C)/C=C(\C#N)C(=O)N/N=C/c1ccccc1
 : /, /, 0
Cc1ccc2cc(CNC(C)(C)C)c(=O)[nH]c2c1
 : -0.4, -0.72, -7
Cn1c(=O)n(C)c2cc(NC(=O)c3cc4ccccc4o3)ccc21
 : 0.05, 0.16, -40
CN(C)CCNC(=O)NC(=O)c1ccc(Cl)cc1
 : -0.2, -1.3, -17

Results follow in this order: SDO1 yeast rescue, SDO1 yeast rescue Rescue 24 h, INS promoter inh
O=C(Nc1cccnc1)c1ccc(Cl)c(S(=O)(=O)N2CCc3ccccc32)c1
 : /, /, -25
CC(C)COc1ccc(/C=C2/Sc3ccccc3C2=O)cc1
 : -1.6, -0.89, 13
CCOc1ccc(OCCSc2nc3ccccc3c(=O)[nH]2)cc1
 : -0.95, -0.3, -13
Cc1ccc(-c2nn3c(C)nnc3c3ccccc23)cc1S(=O)(=O)NCCN1CCOCC1
 : -0.27, -0.76, -3
COc1cccc(Nc2ncnc3c2cnn3-c2cccc(C)c2)c1
 : -1.2, -0.07, /
Clc1ccc(Oc2ncnc3oc(-c4ccccc4)cc23)cc1
 : 0.42, -0.75, /
CCCCCCCC(=O)OC(CN1CCCCC1)CN1CCCC1=O (stereo not given)
 : -0.05, 0.04, 20
CCc1nnc(NC(=O)CCC(=O)NC2CCCc3ccccc32)s1 (stereo not given)
 : -0.22, -0.5, -10
Cc1ccc(NC(=O)c2ccc(S(=O)(=O)N3CCCC3)cc2)cc1
 : /, /, 56
CC(/C=C1\SC(=S)N(NC(=O)c2ccc(O)cc2)C1=O)=C\c1ccccc1
 : -1.5, -1.4, -48
CCCCOc1ccc(C(=O)Nc2cccc(C)n2)cc1
 : -0.18, -0.63, /
CCCN(CCC)S(=O)(=O)c1ccc(C(=O)Nc2nnc(CSC)o2)cc1
 : 0.66, -0.79, 16
O=C(Cn1cc(C(=O)C2CC2)c2ccccc21)NC1CCCC1
 : 1, 2.5, -24
C=CCn1c(SCc2ccc(C(=O)Nc3ccccc3)cc2)nnc1-c1ccccc1
 : -0.86, 1.2, /
Cc1ccc(/C=C/c2nnc(-c3cccc(C)c3)o2)cc1
 : -0.06, 0.96, /
O=C(COC(=O)/C=C/c1nc2ccccc2s1)Nc1ccccc1Oc1ccccc1
 : -0.21, 0.04, -40
COCCNC(C(=O)Nc1ccc([N+](=O)[O-])cc1Br)c1ccccc1 (stereo not given)
 : 0.03, -0.03, 0
O=C(NCCc1ccccc1F)[C@@H]1CSC2c3ccccc3C(=O)N21 (stereo not given in full)
 : -0.58, -1.1, /
CCN(CC)C(=O)Cn1cc(C(=O)C2CC2)c2ccccc21
 : /, /, -27
COc1cccc2c1C(=O)C=C(C)C2=O
 : 0.66, 0.92, 19

Results follow in this order: SDO1 yeast rescue, SDO1 yeast rescue Rescue 24 h, INS promoter inh
O=C(Nc1ccc(C(F)(F)F)cc1)c1cnc(N2CCN(c3ccccn3)CC2)c2ccccc12
 : /, /, -41
CCC(C)NC(=O)CSc1nnc(-c2ccc(C(C)(C)C)cc2)n1C (stereo not given)
 : 0.23, -0.18, /
Cn1c(=O)oc2cc(S(=O)(=O)NCCC(=O)N3CCc4ccccc43)ccc21
 : 0.59, -0.13, -57
Cc1noc(C)c1COC(=O)c1cnc(Cl)c(Cl)c1
 : /, /, 33
COc1ccc(-c2nnc(CSc3nnc(-c4ccncc4)n3C3CCCCC3)o2)cc1OC
 : -0.53, -0.1, -21
CNc1c(C(=O)O)ccc2c1C(=O)c1ccccc1C2=O
 : 0.67, 0.77, /
CCCOC(=O)CCNc1n[nH]c(=O)[nH]c1=O
 : 0.64, 0.57, 26
Cc1cc(NC(=O)CN2CCC(O)(c3cccc(F)c3)CC2)no1
 : 2.1, 3, -19
CCOC(=O)c1cc2c(=O)n3ccccc3nc2n(Cc2ccco2)c1=NC(=O)c1ccc(OC)cc1OC
 : /, /, 53
CC1(C)C(=O)Nc2ccccc2N1C(=O)CN1C(=O)NC(CCc2ccccc2)C1=O (stereo not given)
 : /, /, -47
CCOC(=O)c1cccc(NC(=O)CNS(=O)(=O)c2cccs2)c1
 : 0.69, 0.12, 33
FC(F)(F)c1ccc(/C=N/N2CCN(Cc3ccccc3)CC2)cc1
 : -1.2, -0.5, -28
O=C1CC(NCC2CCCO2)C(=O)N1c1ccc(F)cc1 (stereo not given)
 : /, /, 42
O=S(=O)(c1ccccc1)c1nc(NC2CC2)sc1Cl
 : /, /, 0
CCOC(=O)/C=C1\Nc2ccccc2OC1=O
 : -0.01, -0.24, /
CCN(CC)c1ccc(C2C(C(=O)OC)=C(C)NC(C)=C2C(=O)OC)cc1
 : -0.87, -0.88, /
Cc1cccc(C(=O)NC(=S)NNC(=O)Cc2ccccc2)c1
 : -2.1, -1.1, 14
CC1CCCC(NC(=O)COC(=O)/C=C/c2ccc3c(c2)OCO3)C1C (stereo not given)
 : -0.94, -1, 32
N#Cc1cccc(N=Cc2c(O)ccc3ccccc23)c1
 : 0.35, 0.74, 11
CC1=CC(C)(C)Nc2ccc(OC(=O)C(Cc3ccccc3)N3C(=O)c4ccccc4C3=O)cc21 (stereo not given)
 : 0.27, 0.49, 30
O=C(NCc1ccco1)/C(=C/c1cccc(C(F)(F)F)c1)c1nc2ccccc2[nH]1
 : -0.68, -0.12, 10
O=C(CCN1C(=O)C2CC=CCC2C1=O)N1CCN(c2ccccn2)CC1 (stereo not given)
 : 0.39, 0.6, 6

A run of entries from further up, as a working copy:
Results follow in this order: SDO1 yeast rescue, SDO1 yeast rescue Rescue 24 h, INS promoter inh
COc1ccc(-c2nnc(CSc3nnc(-c4ccncc4)n3C3CCCCC3)o2)cc1OC
 : -0.53, -0.1, -21
CNc1c(C(=O)O)ccc2c1C(=O)c1ccccc1C2=O
 : 0.67, 0.77, /
CCCOC(=O)CCNc1n[nH]c(=O)[nH]c1=O
 : 0.64, 0.57, 26
